# TEAD-YAP block: TEAD-YAP interaction inhibition, primary screen, TEAD-YAP interaction inhibitor project, luminescence, HEK-TIYL cells; TEAD-Gal4/YAP UAS-luciferase luminescence; inhibition, % at 9.12 µM; hit rate 1.4% among 640,000; in the data active means inhibition above about 32%;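 further: 0% = median of test compound wells and 100% = reference inhibitor wells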
# FBW7 act: FBW7 E3 ligase activators, primary screen, biochemical, AlphaScreen, human; AlphaScreen FBW7–phospho-cyclin E peptide binding, activator screen; normalized activity (activation), % at 26.1 µM; hit rate 0.13% among 650,000; AID 1259310, 2017; in the data active means normalized activity above about 1.9%;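 further: purified mutant Fbw7 with reduced substrate affinity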
# Target sequence (Q969H0 whole entry, looked up): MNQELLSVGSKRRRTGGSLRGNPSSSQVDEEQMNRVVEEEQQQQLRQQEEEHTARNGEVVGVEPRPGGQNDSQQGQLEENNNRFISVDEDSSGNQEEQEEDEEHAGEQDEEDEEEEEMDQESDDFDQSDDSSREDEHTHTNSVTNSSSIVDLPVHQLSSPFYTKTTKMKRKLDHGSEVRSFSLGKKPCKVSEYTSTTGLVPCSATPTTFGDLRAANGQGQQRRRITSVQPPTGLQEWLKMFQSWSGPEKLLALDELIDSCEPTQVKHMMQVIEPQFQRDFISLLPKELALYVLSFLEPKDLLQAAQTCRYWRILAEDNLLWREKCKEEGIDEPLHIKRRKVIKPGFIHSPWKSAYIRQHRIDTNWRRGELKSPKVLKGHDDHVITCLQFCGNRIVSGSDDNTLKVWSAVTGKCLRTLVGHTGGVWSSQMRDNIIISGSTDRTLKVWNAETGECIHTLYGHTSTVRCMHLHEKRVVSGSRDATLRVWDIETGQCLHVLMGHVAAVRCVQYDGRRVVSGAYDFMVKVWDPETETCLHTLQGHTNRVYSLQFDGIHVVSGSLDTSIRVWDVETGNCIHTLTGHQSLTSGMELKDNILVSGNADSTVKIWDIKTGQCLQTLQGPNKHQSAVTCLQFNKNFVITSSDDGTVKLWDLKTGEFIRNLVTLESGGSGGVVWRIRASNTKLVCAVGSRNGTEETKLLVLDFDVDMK
# MITF inh: MITF inhibitors, primary screen, biochemical, AlphaScreen, human; Microphthalmia-associated transcription factor (Homo sapiens), O75030; AlphaScreen MITF homodimerization, bead proximity signal; inhibition, % at 2.6 µM; hit rate 0.91% among 650,000; AID 1259374, 2018; in the data active means inhibition above about 50%;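 further: 0% = vehicle wells with protein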
# GPR151 ag: activators of human GPR151, primary screen, cell-based, PathHunter beta-arrestin, luminescence; hit rate 1% among 650,000; PathHunter beta-arrestin GPR151 cells; activation, % at 11.2 µM; G-protein coupled receptor 151 (Homo sapiens), Q8TDV0; in the data active means activation above about 4.9%;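 further: 0% = median of compound wells and 100% = cells with positive control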
# Target sequence (Q8TDV0 whole entry, looked up): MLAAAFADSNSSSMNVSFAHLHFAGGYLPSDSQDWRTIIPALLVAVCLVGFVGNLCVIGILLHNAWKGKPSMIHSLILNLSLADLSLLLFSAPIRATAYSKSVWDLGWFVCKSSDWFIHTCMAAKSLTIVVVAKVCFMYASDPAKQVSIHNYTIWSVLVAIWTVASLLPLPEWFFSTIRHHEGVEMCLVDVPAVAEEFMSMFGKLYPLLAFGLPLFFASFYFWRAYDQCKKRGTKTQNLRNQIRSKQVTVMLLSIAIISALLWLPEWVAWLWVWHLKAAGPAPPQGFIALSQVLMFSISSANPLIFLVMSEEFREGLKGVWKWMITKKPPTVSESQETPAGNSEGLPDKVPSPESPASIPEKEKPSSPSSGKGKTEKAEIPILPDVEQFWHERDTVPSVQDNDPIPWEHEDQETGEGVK
# Active calls of the source: *. Not a hit list; about 3.5% have a hit in one of these screens.
SMILES,TEAD-YAP block,FBW7 act,MITF inh,GPR151 ag
COc1cccc(NC(=O)CN(c2cc(C(F)(F)F)ccc2Cl)S(C)(=O)=O)c1,6,0.1,22,-1.1
CC(=O)c1ccc(N2CCN(c3ncnc4c3c(-c3ccccc3)cn4-c3cccc(C(F)(F)F)c3)CC2)cc1,-16,0.0,-5,-0.6
Cc1ccc(C(=O)NCC(=O)NNc2ncnc(N)c2[N+](=O)[O-])cc1C,-7,0.1,15,-1.8
Cc1nc2c(c3c1[nH]c1ccccc13)C(N)CC(C)(C)C2 (stereo not drawn),7,0.0,13,-1.2
O=C(NCc1ccccc1)c1ccc(CN2CCC(Cc3ccccc3)CC2)cc1,3,0.0,4,-1.0
O=C(Nc1ccc(S(=O)(=O)N2CCCCCC2)cc1)C(c1ccccc1)c1ccccc1,-1,-0.1,0,-0.3
CC(=O)Nc1ccccc1OC(C)C(=O)Nc1cccc(Cl)c1 (stereo not drawn),19,0.0,10,0.5
O/N=C/c1ccccc1OCc1ccc(Br)cc1,-98,0.1,1,1.4
O=C1C2C3C=CC(C3)C2C(=O)N1c1ccc(N2CCOCC2)c([N+](=O)[O-])c1 (stereo not drawn),-1,0.0,1,1.0
CCOC(=O)c1ccccc1N/C=C(/C#N)c1nc(-c2ccc(OC)c(OC)c2)cs1,-9,-0.3,-5,0.0
CCCOc1c(-c2ccc3ccccc3n2)cnc2ccccc12,-7,0.4,15,-0.8
CN1C(=O)/C(=N\N2C(=O)CSC2=S)c2ccccc21,5,-0.2,20,0.1
CCCOc1ccc(/C(O)=C2\C(=O)C(=O)N(CCN3CCOCC3)C2c2cccc(Oc3ccccc3)c2)cc1C (stereo not drawn),-3,-0.1,-3,0.1
Cc1cccc(C(=O)NC2CCN(CC(=O)Nc3cccc4ccccc34)CC2)c1,5,-0.2,6,0.2
CC1(C2CC2)NC(=O)N(CC(=O)NCCc2ccc(Cl)cc2Cl)C1=O (stereo not drawn),3,0.0,12,-0.6
CCOC(=O)c1sc2nc(Cc3ccccc3)nc(NCc3ccc(Cl)cc3)c2c1C,19,0.3,18,-0.6
O=C(O)C1CC=CCC1C(=O)NCCCCc1ccccc1 (stereo not drawn),-2,-0.3,1,0.9
CCC(=O)Nc1cccc(NC(=O)Cn2c(-c3ccc(Cl)cc3)noc2=O)c1,-2,0.0,-5,0.2
O=C(Nc1c2c(nn1-c1cccc(Cl)c1)CSC2)c1c(F)cccc1F,-9,0.2,14,1.2
O=C(Cc1ccccc1[N+](=O)[O-])Nc1c(F)cccc1F,7,0.1,10,2.8
O=C1OC(c2cccc(Cl)c2Cl)=N/C1=C/c1ccc(Cl)cc1Cl,-1,-0.1,-14,-0.4
NC(=O)c1cc(N2CCc3ccccc3C2)nc2ccccc12,-15,0.0,-5,0.3
N#CCCNc1cc(-c2cccnc2)nc(-c2ccccn2)n1,3,-0.4,10,0.7
Cc1cccc(OC(C)C(=O)N2CCN(C)CC2)c1 (stereo not drawn),14,0.3,28,-2.1
Cc1cccc(C)c1NC(=O)NC1(C(=O)NCCN2CCOCC2)CCCCC1,-5,-0.2,-8,-0.9
CCc1c(C)nc2ncnn2c1NCc1ccccc1OC,9,0.0,0,0.2
CC(=O)c1cccc(NCN2C(=O)CSC2=O)c1,8,-0.1,-8,-1.0
C#CCC(C(=O)c1ccccc1)C(=O)C(C)(C)OC (stereo not drawn),-10,0.0,5,0.6
O=C(N/N=C/c1ccc2ccccc2c1)c1ccc(O)c(O)c1,-32,-0.1,2,0.1
Cc1c(N2C(=O)CSC2c2ccccc2Cl)c(=O)n(-c2ccccc2)n1C (stereo not drawn),-8,0.1,10,1.4
O=[N+]([O-])c1ccc2nc(CSc3nc4ccccc4o3)[nH]c2c1,6,0.0,-2,1.9
C=CCn1c(=O)c2ccccc2n2c(SCC(=O)c3ccc([N+](=O)[O-])cc3)nnc12,10,0.8,18,-1.9
Cc1cc(CN2CCCCC2)cc(C)c1O,-8,0.6,8,0.7
O=C(Nc1ccc(Cl)cc1)c1ccc(O)cc1,-60,-0.3,7,-1.2
O=C(c1ccc2nsnc2c1)N1CCN(C(=O)[C@@H]2C[C@H]2c2ccccc2)CC1,-6,0.1,4,1.5
O=C(c1ccc(CNc2c(N3CCCC3)c(=O)c2=O)cc1)N1CCCCCC1,4,0.2,10,-0.1
CC(Sc1nnc(-c2ccncc2)n1N)C(=O)c1ccc(F)c(F)c1 (stereo not drawn),-6,-0.1,7,-1.9
CCNC(=S)NNC(=O)c1cc(-c2cccnc2)nc2ccccc12,-3,0.8,5,-5.6
CN(C)S(=O)(=O)c1ccc2c(c1)C(=O)c1ccccc1C2=O,-21,0.0,12,-2.0
COc1cc(N/N=C(\C)c2ccc(I)cc2)ncn1,-18,-0.3,9,-0.6

# In the list so far, 9 have a Cl atom.
SMILES,TEAD-YAP block,FBW7 act,MITF inh,GPR151 ag
COc1cccc(NC(=O)CN(c2cc(C(F)(F)F)ccc2Cl)S(C)(=O)=O)c1,6,0.1,22,-1.1
CC(=O)Nc1ccccc1OC(C)C(=O)Nc1cccc(Cl)c1 (stereo not drawn),19,0.0,10,0.5
CC1(C2CC2)NC(=O)N(CC(=O)NCCc2ccc(Cl)cc2Cl)C1=O (stereo not drawn),3,0.0,12,-0.6
CCOC(=O)c1sc2nc(Cc3ccccc3)nc(NCc3ccc(Cl)cc3)c2c1C,19,0.3,18,-0.6
CCC(=O)Nc1cccc(NC(=O)Cn2c(-c3ccc(Cl)cc3)noc2=O)c1,-2,0.0,-5,0.2
O=C(Nc1c2c(nn1-c1cccc(Cl)c1)CSC2)c1c(F)cccc1F,-9,0.2,14,1.2
O=C1OC(c2cccc(Cl)c2Cl)=N/C1=C/c1ccc(Cl)cc1Cl,-1,-0.1,-14,-0.4
Cc1c(N2C(=O)CSC2c2ccccc2Cl)c(=O)n(-c2ccccc2)n1C (stereo not drawn),-8,0.1,10,1.4
O=C(Nc1ccc(Cl)cc1)c1ccc(O)cc1,-60,-0.3,7,-1.2

# Other compounds follow:
SMILES,TEAD-YAP block,FBW7 act,MITF inh,GPR151 ag
Cc1csc2ncc(C(=O)NCc3c(F)cccc3F)c(=O)n12,-1,0.2,11,-0.4
O=C1c2cccc([N+](=O)[O-])c2C(=O)N1c1nc(-c2ccccc2)cs1,-9,0.1,-19,0.9
Cc1nc2ccc(I)cn2c1/C=N/Nc1ccccn1,1,0.5,15,-1.1
COCCn1nnnc1C(c1ccc2ncccc2c1)N1CCc2ccccc21 (stereo not drawn),12,-0.4,12,-0.5
CCCCOc1ccc(C(=O)NC(=S)Nc2cccnc2)cc1,-21,0.3,13,0.5
CCOCCCNCc1ccc(OC)cc1OC,1,-0.1,29,0.9
O=C(CSc1ccc(-c2ccc(-n3cccn3)cc2)nn1)NCC1CCCO1 (stereo not drawn),-22,-0.2,-4,1.1
O=C(c1cccs1)N1CCN(c2ccccc2F)CC1,-1,0.2,18,-0.5
CCOC(=O)c1sc(NC(=O)C(c2ccccc2)c2ccccc2)c(C(=O)OCC)c1C,7,0.0,-9,1.2
C/C(CC(=O)Nc1c(Cl)cccc1C(F)(F)F)=N\NC(=O)c1cnccn1,-11,0.0,-5,-0.5
CCOC(=O)C1CCN(C(=O)c2c(OC)cccc2OC)CC1,6,-0.1,5,2.8
COc1ccccc1C(=O)Nc1ccc2oc(-c3ccc(Cl)cc3)nc2c1,7,0.0,5,0.1
Cc1ccc(NC(=O)CCc2nc3ccccc3[nH]2)cc1C,-5,0.2,2,0.0
Cc1ccc(C(C)CCN2CCOc3ccc(CN4CCOCC4)cc3C2)o1 (stereo not drawn),2,0.1,18,1.5
COC(=O)c1ccc(N2C(=O)/C(=C/c3ccc(-c4ccc(Br)cc4)o3)C=C2c2ccccc2)cc1,-7,-0.1,-8,1.4
COC(=O)N/N=C/c1cn(CCOc2ccc(OC)cc2)c2ccccc12,4,-0.1,-9,-0.9
COc1cccc(C2C(C#N)=C(N)OC3=C2C(=O)CC(C)(C)C3)c1OC (stereo not drawn),0,-0.2,-10,-0.6
Cc1c(CNCC2CCCO2)c(C(=O)O)c(C)n1Cc1ccccc1F (stereo not drawn),-3,-0.1,9,-0.7
COc1cc(=O)n2c(c1C(=O)NCc1ccco1)CCN(Cc1cc3ccccc3[nH]1)CC2,6,-0.1,-11,-0.4
Cc1ccc2nc(C)c(C(=O)NC3CC3)n2c1,2,-0.4,6,0.5
c1ccc(Nc2nccc(NCCOc3ccccc3)n2)cc1,-15,0.0,-1,0.4
O=C(CN1C(=O)c2ccccc2C1=O)Nc1ncc(S(=O)(=O)c2ccc([N+](=O)[O-])cc2)s1,0,-0.1,-8,1.3
O=c1/c(=C/c2cccc(Br)c2)sc2nc3cc(Br)cnc3n12,-5,0.0,6,0.8
COc1cc2c(cc1OC)C(c1cccc([N+](=O)[O-])c1)NCC2 (stereo not drawn),1,0.0,4,-1.1
COCCNC(=O)c1cc(S(=O)(=O)N(C)C2CCCCC2)ccc1Cl,0,0.6,17,0.0
COc1ccc(Cl)cc1NC(=O)C1C2C=CC(C2)C1C(=O)O (stereo not drawn),1,-0.2,8,0.6
COc1cccc(CN2CCN(C(=O)c3ccc(N(C)C)cc3)[C@@H](C)C2)c1,3,0.1,20,0.4
CCOC(=O)c1ccccc1NC(=O)c1sc2ncnc(N3CCc4ccccc4C3)c2c1C,0,0.2,7,0.0
Cc1noc(/C=C/c2cccs2)c1S(=O)(=O)N1CCCC(C(=O)NC2CCCC2)C1 (stereo not drawn),8,-0.3,0,-0.1
CCSc1nnc(N2C(=O)Nc3ccccc3N2O)s1,-5,-0.1,-3,-0.3
CSCCC(NS(=O)(=O)c1ccc(Oc2ccccc2Cl)cc1)C(=O)O (stereo not drawn),5,0.2,12,1.0
COc1cc(/C=N/NC(=O)c2ccco2)ccc1OC(C)=O,-33,0.0,1,-2.2
Cc1ccc(-n2c3c(cc(C(=O)Nc4ccc(N(C)C)cc4)c2=O)C(=O)CC(C)(C)C3)cc1,-4,-0.2,-6,0.7
CC1=NN(C(=O)c2ccccc2)C(C)(C)C1,-5,-0.4,-6,0.0
CC1=C(C(=O)Nc2ccccc2C)C(c2ccccc2)C(C#N)=C(SCC(=O)Nc2cccc(C)c2)N1 (stereo not drawn),-2,0.0,-18,-0.1
CC(C)(C)N(Cc1ccccc1)C(=O)COc1ncnc2cc([N+](=O)[O-])ccc12,-2,0.0,1,-0.3
CC(C)S(=O)(=O)N1CCC(n2nccc2NC(=O)CCCc2ccccc2)CC1,4,0.1,17,0.1
COC(=O)[C@@H]1CCCN1Cc1ccc2c(c1)CN(Cc1ccccc1F)CCO2,6,-0.1,6,3.2
COC(=O)c1c(C)[nH]c(C(=O)CSc2ncnc3sc(C)c(C)c23)c1C,7,0.0,-11,-0.2
Cc1cccc(N2CCN(C(=O)c3c(-c4ccccc4)noc3C)CC2)c1C,53*,-0.1,-7,0.5

# 3 structures already listed, arranged by SMILES length, descending:
SMILES,TEAD-YAP block,FBW7 act,MITF inh,GPR151 ag
Cc1ccc(-n2c3c(cc(C(=O)Nc4ccc(N(C)C)cc4)c2=O)C(=O)CC(C)(C)C3)cc1,-4,-0.2,-6,0.7
Cc1cccc(N2CCN(C(=O)c3c(-c4ccccc4)noc3C)CC2)c1C,53*,-0.1,-7,0.5
CCSc1nnc(N2C(=O)Nc3ccccc3N2O)s1,-5,-0.1,-3,-0.3

# Other results follow:
SMILES,TEAD-YAP block,FBW7 act,MITF inh,GPR151 ag
CCOC(=O)c1ccc2nc(NC(=O)COC(=O)CSc3nc(C)cc(C)n3)sc2c1,-25,0.2,5,-0.7
COc1ccc(CN2CCc3nnc(CCNC(=O)C4CCCO4)n3CC2)c(C)c1C (stereo not drawn),17,0.0,2,0.4
COc1ccc(S(=O)(=O)N(CC(=O)Nc2ccccc2)c2ccc(Cl)cc2)cc1,4,0.6,17,0.5
O=C1N=C2N(CCN3CCOCC3)c3ccccc3N2/C1=C\c1ccc([N+](=O)[O-])cc1,11,0.0,12,-0.5
Cc1sc(Cc2nc(O)cs2)nc1-c1ccccc1,13,0.1,-4,-1.2
COC(=O)C1=C(C)NC(=S)NC1/C=C/c1ccccc1 (stereo not drawn),-1,-0.1,-2,-0.3
CC(=O)c1sc(N2C(=O)c3oc4ccccc4c(=O)c3C2c2ccc(C)o2)nc1C (stereo not drawn),7,-0.1,5,1.8
Cc1ccccc1CN1C(=O)CSc2ccc(C(=O)NC3CCCCC3C)cc21 (stereo not drawn),4,0.3,-11,1.0
CSc1nnc(NC(=O)C23CC4CC(CC(C4)C2)C3)s1,-28,-0.1,4,0.7
Cc1nn(Cc2ccccc2)c(Cl)c1C(=O)OC1CCOC1=O (stereo not drawn),3,0.1,9,-1.0
C=CCn1c(Br)nc2c1c(=O)[nH]c(=O)n2C,-1,0.1,5,1.3
COc1cccc(/C=N/NC(=O)C(=O)Nc2ccc(Cl)cc2C)c1O,1,0.1,5,-0.6
N#Cc1nc(N2CCCC2)nc(N2CCCC2)n1,37*,-0.1,4,0.2
CC(=O)c1cccc(S(=O)(=O)NCCN2CCOCC2)c1,-8,-0.1,5,0.0
NC(=O)c1oc2ccccc2c1NC(=O)c1sc2ccccc2c1Cl,5,0.0,58*,0.1
O=C(O)c1cc(-c2ccc3c(c2)OCO3)nc2cc3c(cc12)OCCO3,32*,0.2,16,-0.3
CCOC(=O)CCCCNCc1ccc(F)cc1,3,0.0,0,-0.1
CCN1C(SCC(=O)N(C)c2ccccc2)=NS(=O)(=O)c2ccccc21,-8,-0.3,-7,-1.3

# High-throughput results from PubChem BioAssay.
